# Assay outcomes: PubChem, Fisher Drug Discovery Resource Center
# mcGAS lum: inhibitors of mouse cGAS; recombinant cGAS, Kinase-Glo ATP depletion luminescence; AID 1259399; inhibition, % at 12.5 µM; actives 0.15% (n = 160,000);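 further: 0% = negative control wells and 100% = reference inhibitor with no enzyme activity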
# NPYLR7 agonist: mosquito NPYLR7 agonism; HEK293T NPYLR7/Galpha15, GCaMP6s calcium fluorescence; activation, % at 10 µM; actives 0.15% (n = 270,000); AID 1259423; in the data active means activation above about 40%;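 further: 0% = vehicle and 100% = reference agonist at the receptor; some compounds past the cut are filed as inactive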
# hcGAS lum: human cGAS inhibition | actives 0.081% (n = 290,000) | inhibition, % at 12.5 µM | Q8N884 | recombinant h-cGAS, ATP depletion, Kinase-Glo luminescence;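 further: 0% = vehicle reaction and 100% = reaction without DNA for no activity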
# Target sequence (Q8N884 whole entry, looked up): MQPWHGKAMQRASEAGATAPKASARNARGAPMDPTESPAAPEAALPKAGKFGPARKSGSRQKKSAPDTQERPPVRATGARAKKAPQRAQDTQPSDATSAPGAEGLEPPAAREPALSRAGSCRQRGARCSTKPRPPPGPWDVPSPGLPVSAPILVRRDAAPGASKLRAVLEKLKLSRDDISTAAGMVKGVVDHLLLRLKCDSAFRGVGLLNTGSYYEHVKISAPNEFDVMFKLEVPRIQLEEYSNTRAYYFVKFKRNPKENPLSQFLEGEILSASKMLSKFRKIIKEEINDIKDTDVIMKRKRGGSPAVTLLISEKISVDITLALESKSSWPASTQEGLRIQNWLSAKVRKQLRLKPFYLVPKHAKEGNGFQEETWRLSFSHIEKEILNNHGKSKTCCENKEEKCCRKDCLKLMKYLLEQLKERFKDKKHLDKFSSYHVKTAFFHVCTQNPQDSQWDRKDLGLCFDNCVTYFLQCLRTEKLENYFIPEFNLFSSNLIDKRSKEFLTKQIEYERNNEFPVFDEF
# The depositor's hits bear a star; x = not tested or not shown; & = joins results of further samples. Unless noted, no stated cut-off is given here; in the data, active means inhibition above about 40%; inactive means the rest.
SMILES,mcGAS lum,NPYLR7 agonist,hcGAS lum
O=C(O)c1ccc(NS(=O)(=O)c2cc(C(=O)Nc3ccccc3)ccc2Cl)cc1,-7,-11,-5
O=C(NC(c1ccccc1)c1ccsc1)C1CCN(CCOc2ccc(Cl)cc2Cl)CC1 (stereo not given),-4,11,-4
OCC1CCN(C2CCCN(Cc3cccc4ccccc34)C2)CC1 (stereo not given),x,4,-4
CCCC(=O)C1=C(c2cccc(OC)c2)N(C(=O)CCC)n2c(C)nnc2S1,x,3,-16
CCn1cnnc1CCNC(=O)c1ccc2[nH]c3c(c2c1)CCCC3,-5,0,-4
O=C(CSc1cn[nH]n1)N(c1ccccc1)c1ccccc1,0,-9,6
CCN(C)c1c(C)nc2c(OCc3cc(Cl)cc(Cl)c3)cccn12,-4,39,-6
COC(=O)c1sccc1S(=O)(=O)N1CCCc2c(F)cc(F)cc21,x,2,-8
COc1ccc(N2CCN(c3cc(-c4ccccc4)nc(SCc4ccc(C(=O)NCc5ccc6c(c5)OCO6)cc4)n3)CC2)cc1,-2,4,-10
CCCn1ncc(CN2CCCC(CCC(=O)NCc3ccc(OC)cc3OC)C2)c1C (stereo not given),-12,-1,-6
NC(=O)c1cncc(N2CCc3onc(-c4cccc(F)c4)c3C2)n1,-8,19,-5
O=C(c1cccc(CC2CCNCC2)c1)N1CCC(Nc2ncccn2)CC1,x,8,-4
CCCn1c(CN2CCCCC2)nc2c1c(=O)n(C)c(=O)n2C,x,4,-5
Cc1cccc(C)c1NS(=O)(=O)c1ccc(C(=O)O)cc1,x,3,-3
O=C1OC(c2ccccc2)=NC1=Cc1ccccc1,x,2,-1
c1ccc2oc(COc3ccc4c(C5CC5)noc4n3)cc2c1,-7,3,-8
NC1(C(=O)O)CCc2cc(C(=O)O)ccc21 (stereo not given),-4,6,-1
COc1ccc(NC(=O)Cn2c3ccccc3c3ncn(Cc4ccccc4)c(=O)c32)cc1,-7,2,-4
NC(=O)C1CCCN(CCn2cnnc2)C1 (stereo not given),-17,1,-4
CCOC(=O)C1CNC(=O)NC1=CSC1CCCc2ccccc21 (stereo not given),x,0,-6
O=C(NCc1cccc(COCc2ccco2)c1)c1ccccc1,x,9,-1
Clc1ccc2c(c1)C(N1CCNCC1)=Nc1ccccc1O2,-4&-3&-3,-3&-4&6&-11,-9&-3&-2&-3
N#CC1(NC(=O)C=C2CCCCC2)CCCC1,0,3,4
COc1ncc(C(=O)NCc2cccnc2Oc2ccccc2F)cn1,-17,1,-5
Cc1cc2nc(N3CCc4ccccc43)c3ccccc3n2n1,x,4,-9

# New compounds follow
SMILES,mcGAS lum,NPYLR7 agonist,hcGAS lum
CC(C)N1CCN(C(=O)c2nnc(N3CCN(c4ccc(F)cc4)CC3)c3ccccc23)CC1,x,1,-17
O=C(O)c1ccccc1C1CCN(C(=O)CCc2cccnc2)C1 (stereo not given),x,6,-1
CN(CC(=O)NC(C)(C)C)C(=O)c1cc2cc(Br)ccc2[nH]1,-16,5,-5
Cc1cnc(CN2CCC(Cc3nn(C)c(=O)n3-c3ccccc3)CC2)[nH]1,-19,21,-9
COc1ccc(C(=O)N[C@@H]2CCCCC2NC(=O)C2CCCN(C(=O)CCc3ccccc3)C2)cc1 (stereo not given in full),79*,x,-2
O=C(NCCc1nnc2ccc(NCCO)nn12)c1ccccc1,-7,-1,-5
Oc1[nH]c2ccccc2c1N=Nc1nc(Nc2ccccc2)nc(Nc2ccccc2)n1,-7,0,-5
Fc1ccccc1Cn1cccc1C1=NCCO1,x,9,-10
Cn1ncc2c(NCCN3CCCC3=O)nc(C(C)(C)C)nc21,x,3,-4
COc1ccc(C(=O)N2CCN(c3nc(C)nc(C)c3Cc3ccccc3Cl)CC2)cc1,3,-6,16
CO[C@H]1C(=O)N(C)C2(CCN(C(=O)OCc3ccccc3)CC2)[C@@H]1C(=O)Nc1ccccc1,-5,16,7
COc1cccc(-c2cc(C(=O)NCc3cccnc3)n3nc(-c4ccccc4)cc3n2)c1,-7&2,21&-11,-3&4
CCC(=O)N(CCc1ccccc1)C1CC(=O)N(c2ccccc2)C1=O (stereo not given),-6,0,-8
CN(CC(=O)C(C#N)C(=O)Nc1ccccn1)S(=O)(=O)c1ccccc1 (stereo not given),x,1,-6
O=c1c2ccccc2nc(-c2ccccc2I)n1Cc1ccc(F)cc1,-7,6,-3
CC(C)Oc1cccc(F)c1-c1cc(C(N)=O)ccn1,x,21,-1
COc1cc(CNC(=O)NC(C)c2ccc3c(c2)OCCO3)cc(OC)c1OC (stereo not given),x,-2,-5
O=C(Cn1nnnc1CN1CCc2ccccc2C1)N1CCCC1,-3,-2,-5
O=S(=O)(CCc1ccccc1)NCCOc1ccc2nnc(-c3ccccc3)n2n1,-5,5,-2
N#CCc1c(C#N)c(N)nc(N2CCN(C(=O)c3ccco3)CC2)c1C#N,x,5,-5
CCCNC(=O)Cn1nc2c(c1NC(=O)CC(c1ccccc1)c1ccccc1)CSC2,-1,-12,0
CNC(=O)c1ccc(CN(C)C(C)C(=O)Nc2ccc3c(c2)OCO3)cc1 (stereo not given),-4,9,0
Cc1nn(C(C)C)c(C)c1S(=O)(=O)Nc1ccccc1Cl,x,-3,4
Cc1ccc(C)c(CN(CC(=O)N(Cc2ccc(F)cc2)Cc2ccco2)CC(C)C)c1,-4,17,-4
COc1cccc(C(=O)N2CCSC2c2ccccc2OCc2ccccc2)c1 (stereo not given),-4,-2,-7

# Reprinted at random: 5 entries already listed
SMILES,mcGAS lum,NPYLR7 agonist,hcGAS lum
NC(=O)c1cncc(N2CCc3onc(-c4cccc(F)c4)c3C2)n1,-8,19,-5
Cc1nn(C(C)C)c(C)c1S(=O)(=O)Nc1ccccc1Cl,x,-3,4
CC(C)Oc1cccc(F)c1-c1cc(C(N)=O)ccn1,x,21,-1
CCCNC(=O)Cn1nc2c(c1NC(=O)CC(c1ccccc1)c1ccccc1)CSC2,-1,-12,0
CCCC(=O)C1=C(c2cccc(OC)c2)N(C(=O)CCC)n2c(C)nnc2S1,x,3,-16

# The results go on:
SMILES,mcGAS lum,NPYLR7 agonist,hcGAS lum
C=CCOC(=O)C1C(C)=NC2=C(C(=O)CC(c3ccccc3)C2)C1c1ccc(O)cc1 (stereo not given),x,0,-2
COc1ccc(NC(=O)CSc2nc(C(F)(F)F)cc(=O)[nH]2)c(OC)c1,-10,-4,-4
COc1ccc(-c2[nH]ncc2CNC(=O)Cc2cccnc2)cc1,x,18,-3
Cc1ccsc1C(CNC(=O)c1cn2c(n1)CNCC2)N(C)C (stereo not given),-10,24,-7
O=C(Oc1cc(Cl)ccc1Cl)C1=CC=CN2CCS(=O)(=O)N=C12,-4,0,-5
S=C(N=P(c1ccccc1)(N1CCOCC1)N1CCOCC1)NCc1cn2ccccc2n1,x,-2,-9
CCc1ccc(C=NNC(=O)CSc2nc(C)cc(C)n2)cc1,1,13,5
C=CCN(Cc1nc2scc(-c3ccc(OC)c(OC)c3)c2c(=O)[nH]1)CC(O)COc1ccccc1 (stereo not given),-5,-4,-6
COc1ccc(-c2csc3nc(CN4CCOCC4)[nH]c(=O)c23)cc1,1,-23,3
Cc1ccc(CNC(=O)C2CCC(=O)N(CCCN3CCOCC3)C2)s1 (stereo not given),x,8&3,-9&-8
Cc1ccc(C)n1NC(=O)c1ccc(OCC(=O)Nc2ccccc2)cc1,x,5,5
COc1cccc(C(CN2CCN(C(=O)Nc3cc(OC)ccc3OC)CC2)OCc2cccc(Cl)c2)c1 (stereo not given),1,x,5
CSc1nc(C(=O)N2CC(=O)N(Cc3cnn(C)c3)CC(OCc3cccnc3)C2)cs1 (stereo not given),-8,18,-18
Cc1cnccc1N1CCCN(CCn2c(=O)oc3ccccc32)CC1,x,3,-5
CCc1nc(CN2CCCC(N(C)CCc3ccc(OC)c(OC)c3)C2)c(C)[nH]1 (stereo not given),x,3,-6
CC(C)Cn1nc(C(=O)N2CCOCC2)c2c1CCC(NCc1ccc(F)cc1)C2 (stereo not given),-5,1,-9
Clc1ccc(-c2nnc(SCc3ccon3)o2)c(Cl)c1,x,7,-2
CCN1CCN(c2cc(C(C)C)c(C#N)c3nc4ccccc4n23)CC1,-3,2,-6
CN(CCc1noc(C2CC2)n1)C(=O)C(=O)N1CCc2ccccc21,x,3,-1
CCOCCCn1ccnc1C1CCOC(C)(C)C1 (stereo not given),-3,x,-6
CCN(CC)S(=O)(=O)c1ccc(C(=O)Nc2cc(C)nn2-c2nc3c(c(=O)[nH]2)CCC3)cc1,-7,7,-9
CC(CCc1ccccc1)NC(=O)Cn1c(=O)oc2ccc(Cl)cc21 (stereo not given),-6,9,-1
CN(C)Cc1nc(N2CCNCC2)c2c3c(sc2n1)CCCC3,x,-1,-8
CCOC(OCC)c1nc2c(c(=O)[nH]1)CN(CC(O)COc1ccccc1)CC2 (stereo not given),-5,31,-4
COC(=O)N1CCN(c2ncnc3c2nnn3-c2ccc(OC)cc2)CC1,-9,-11,-4

# Individual results from the list.
# Entry for `CN(CC(=O)C(C#N)C(=O)Nc1ccccn1)S(=O)(=O)c1ccccc1` (stereo not given) under hcGAS lum: -6
# Entry for `CCn1cnnc1CCNC(=O)c1ccc2[nH]c3c(c2c1)CCCC3` under NPYLR7 agonist: 0
# Entry for `CCc1ccc(C=NNC(=O)CSc2nc(C)cc(C)n2)cc1` under mcGAS lum: 1
# Entry for `CSc1nc(C(=O)N2CC(=O)N(Cc3cnn(C)c3)CC(OCc3cccnc3)C2)cs1` (stereo not given) under hcGAS lum: -18
# Entry for `O=C(NCCc1nnc2ccc(NCCO)nn12)c1ccccc1` under NPYLR7 agonist: -1

# Other entries follow.
SMILES,mcGAS lum,NPYLR7 agonist,hcGAS lum
Cc1ccc(-c2cc(CN3CC4(CCNCC4)CC3C(=O)O)on2)cc1 (stereo not given),-12,3,-10
Cc1c(NC(=O)c2ccco2)cccc1-c1nc2ncccc2o1,-4,19,-14
O=C1NC(=O)C2C1Sc1[nH]c(=O)sc1C2c1c[nH]c2ccccc12 (stereo not given),x,6,-1
COCc1cc(CN2CCOC(Cc3ccc(F)cc3)C2)ccc1OC (stereo not given),x,4,-7
COCCNC(=S)N1CCC2(CC1)OCCCO2,-7,-7,-4
COc1ccc(Cn2c(CO)c[nH]c2=S)cc1,x,-1,-5
CCCCC(O)CN1CCc2nc(Cc3cccc(OC)c3)[nH]c(=O)c2C1 (stereo not given),-7,27,-7
CCN(Cc1ccoc1)C(=O)c1cccnc1NC(C)C,x,1,-8
COc1ccc(C(=O)N2C[C@@H](O)[C@H](NCCc3c[nH]c4ccccc34)C2)cc1,-11,6,-6
N#Cc1c(C(F)(F)F)cc(=O)[nH]c1S,x,19,-2
O=C(N[C@H]1CCN2C(=O)N(CCCl)C(=O)[C@@H]2C1)c1ccncc1,-6,-9,-3
CC(=O)C1(C)N(O)C(C)(C)C(c2ccc(Cl)cc2)=[N+]1[O-] (stereo not given),x,-8,0
CN1CCN(c2ccc(CNC(=O)c3ccc(-c4cnn(C)c4)c4ccoc34)cc2)CC1,-6,9,-5
Cc1c(-c2ccc(Cl)cc2)n[nH]c1C(=O)N1CCCC2(CNC(=O)O2)C1 (stereo not given),-15,10,-5
O=C(COc1ccc2ccccc2c1)Oc1coc(CSc2ncccn2)cc1=O,-2,-11,-1
CN(CCCNC(=O)Cn1c(-c2ccc(Cl)cc2)nc2ccccc21)Cc1ccccc1,-5,-2,-7
Cc1cc(C(=O)O)ccc1S(=O)(=O)N(C)c1cc(F)ccc1F,x,-5,-8
Cc1noc(CN(C)Cc2cnc(N3CCOCC3)nc2)n1,x,13,-7
O=C(Nc1ccc(-c2ccn[nH]2)cc1)C1CCCN(Cc2ccsc2)C1 (stereo not given),x,2,-6
O=C(O)c1cccnc1CN1CCC2(C=Cc3ccccc32)CC1,-11,-2,-5
CC(Nc1ccc2c(c1)CCO2)C(=O)Nc1sccc1C#N (stereo not given),x,4,7
O[C@@H]1CNCC[C@H]1CNCc1cccc(Oc2cccc(C(F)(F)F)c2)c1,x,5,-6
O=C(NCCC(=O)N1CCOC(COCc2ccccc2)C1)OCc1ccccc1 (stereo not given),-4,-6,-1
Cc1nnn(C23CC4CC(CC(NC(C)Cn5cncn5)(C4)C2)C3)n1 (stereo not given),-5,x,-9
COC(=O)CSc1cc(C(C)(C)C)nc2c(-c3ccccc3)c(C)nn12,-8,-2,-6

# One compound at a time, from the list above.
# Cc1noc(CN(C)Cc2cnc(N3CCOCC3)nc2)n1 in the list: mcGAS lum = x; NPYLR7 agonist = 13; hcGAS lum = -7
# COc1ccc(C(=O)N2C[C@@H](O)[C@H](NCCc3c[nH]c4ccccc34)C2)cc1 in the list: mcGAS lum = -11; NPYLR7 agonist = 6; hcGAS lum = -6

# Further compounds:
SMILES,mcGAS lum,NPYLR7 agonist,hcGAS lum
CC(=O)Nc1ccc(NC(=O)C(C2CCCC2)N2CCN(C(=O)c3ccc(F)cc3)CC2)cc1 (stereo not given),-2,30,-3
CN(C)c1ccc(/C=C2/SC(=Nc3ccccc3)NC2=O)cc1,-2,-6,-4
Cc1ccc2c(c1)C1(SCCN1C(=O)Nc1cccc(Cl)c1)C(=O)N2Cc1c(F)cccc1F (stereo not given),-5,6,-10
Cc1ccc(C2(O)CCN(C(=O)OCC(C)C)CC2)nc1,-16,6,-6
COc1ccccc1-c1csc(NC(=O)c2ccc([N+](=O)[O-])s2)n1,-5,1,-6
CCOC(=O)c1ccc(OC2CC3CCC(C2)N3C(=O)c2ccc(CSCc3ccc(Cl)c(Cl)c3)cc2)cc1 (stereo not given),-8,9,-15
Cc1nc(NCCCN2CCOCC2)c2c(C)c(C)sc2n1,x,3,7
Cc1ccc(S(=O)(=O)n2nc(C)c(S(=O)(=O)N3CCCC(C)C3)c2C)cc1 (stereo not given),x,3,-10
CNc1snc(C)c1C(=O)OC(C)C(=O)NCc1ccc(F)cc1 (stereo not given),x,1,-7
Cc1ccc(C)c(N2CCN(S(=O)(=O)c3ccccc3)CC2)c1,x,6,-5
Cn1nnc2c(N3CCN(C(=O)COc4cccc5c4OC(C)(C)C5)CC3)ncnc21,x,0,-4
